Bioassay records from PubChem BioAssay.
MrgX1 antagonist: blocks BAM8-22 activation of human MrgX1 receptor. MRGX1-HEK293 calcium flux, Fluo-4, BAM8-22 antagonism; stronger effect = lower value. 310,000 compounds, 1.3% hits. B-score at 10 µM. Q96LB2;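 active means calcium-response B-score plate-corrected more than 3 library SD below zero, starting fluorescence within 5 deviations, no agonist response on first addition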;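 further: peak minus trough fluorescence over baseline after final BAM8-22 challenge near maximal dose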
TRPC4 agonist: TRPC4 (mouse) channel activation; HEK293 TRPC4beta/mu-opioid, Fluo4 calcium fluorescence; stronger effect = higher value; B-score at 10 µM; Q9QUQ5; 310,000 compounds, 0.49% hits;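 active means B-score above 5 SD of library B-scores, and initial fluorescence ratio not above library mean plus 5 SD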;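 further: positive B-score marks a calcium rise read as TRPC4 activation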
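Assay system – TRPC4beta and mu-opioid receptor HEK293 stable cells · Measured by – Fluo4 fluorescence, kinetic · Schedule – dye loading 45 min room temperature, 110 s kinetic read · Read-out – B-scored integrated calcium fluorescence ratio · Controls – buffer and maximal DAMGO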
TRPC4 block: inhibitors of mouse TRPC4 channel; Q9QUQ5; HEK293 TRPC4beta/mu-opioid, DAMGO-evoked Fluo4 calcium flux; stronger effect = lower value; B-score at 10 µM; 300,000 compounds, 0.39% hits;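 active means B-score over 3 SD under the library average, no early fluorescence shift, positive overall ratio signal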
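Test system – stable TRPC4beta/mu-opioid receptor HEK293 cells · Probe or stimulus – DAMGO, a submaximal dose followed by a maximal one · Dosing – one concentration per compound · Signal – Fluo4 calcium fluorescence by kinetic imaging, 5 s 1 Hz baseline · Evaluation – per-well B score of integrated baseline-normalized Fluo4 ratio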
TRPC6 inh: inhibitors of mouse TRPC6 channel. Q61143. HEK293-TRPC6, membrane potential dye, ACh-evoked depolarization; stronger effect = lower value. B-score at 10 µM. 310,000 compounds, 1.1% hits;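 active means B-score under library mean minus 3 SD, initial fluorescence not abnormally high, positive integrated signal ratio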;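 further: B-score derived from integrated fluorescence ratio over the kinetic read; more negative B-score means stronger inhibition of depolarization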
Target sequence (Q61143 whole entry, looked up): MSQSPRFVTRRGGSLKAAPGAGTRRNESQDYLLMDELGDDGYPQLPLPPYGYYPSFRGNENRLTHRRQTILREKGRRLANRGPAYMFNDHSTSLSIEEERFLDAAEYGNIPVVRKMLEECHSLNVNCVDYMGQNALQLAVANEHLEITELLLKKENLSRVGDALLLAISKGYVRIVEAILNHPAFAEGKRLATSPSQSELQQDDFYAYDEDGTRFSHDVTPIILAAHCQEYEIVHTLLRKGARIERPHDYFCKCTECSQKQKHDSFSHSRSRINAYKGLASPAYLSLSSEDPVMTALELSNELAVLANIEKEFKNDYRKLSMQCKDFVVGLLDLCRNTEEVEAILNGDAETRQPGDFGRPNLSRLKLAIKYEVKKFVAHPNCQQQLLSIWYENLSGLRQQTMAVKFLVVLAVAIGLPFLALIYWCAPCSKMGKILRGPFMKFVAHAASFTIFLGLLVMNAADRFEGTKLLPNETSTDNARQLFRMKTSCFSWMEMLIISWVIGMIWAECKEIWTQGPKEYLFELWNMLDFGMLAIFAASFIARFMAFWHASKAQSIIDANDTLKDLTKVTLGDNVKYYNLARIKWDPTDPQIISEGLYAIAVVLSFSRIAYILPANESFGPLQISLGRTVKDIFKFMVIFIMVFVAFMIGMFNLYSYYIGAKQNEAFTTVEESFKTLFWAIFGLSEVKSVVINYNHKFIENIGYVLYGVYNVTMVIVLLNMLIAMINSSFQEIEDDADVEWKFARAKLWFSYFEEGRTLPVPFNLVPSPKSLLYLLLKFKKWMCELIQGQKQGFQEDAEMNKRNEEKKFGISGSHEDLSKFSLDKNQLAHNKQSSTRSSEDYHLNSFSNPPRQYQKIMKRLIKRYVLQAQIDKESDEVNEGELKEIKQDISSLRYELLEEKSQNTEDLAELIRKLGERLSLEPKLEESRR
TMEM16A act: activates or potentiates the mouse TMEM16A chloride channel. HEK293 TMEM16A/YFP-H148Q/I152L, iodide quench fluorescence; stronger effect = lower value. B-score at 10 µM. AID 623877. 340,000 compounds, 0.3% hits;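 active means fluorescence-ratio B-score plate-corrected deviation score at least 3 library SD below zero, with starting fluorescence score within 5 deviations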;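 further: channel opened by trigger with iodide after compound preincubation; score built on the fluorescence ratio of max minus min over baseline; more negative score means more quench and so TMEM16A activation or potentiation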
ANO1 block: mouse TMEM16A channel inhibition, primary screen; AID 588511; HEK293 TMEM16A/YFP iodide influx fluorescence, ionomycin; Q8BHY3; normalized B-score (activity score, 25-100; higher = stronger inhibition) at 10 µM; 310,000 compounds, 1.2% hits;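 active means ratio plate-corrected score three or more library SD toward inhibition, starting fluorescence score within five deviations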;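 further: score derived from kinetic fluorescence span divided by baseline fluorescence per well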
MrgX1 agonist: agonists of human MrgX1 receptor; Q96LB2; MrgX1-HEK293 cells, Fluo-4 calcium fluorescence, agonist mode; stronger effect = higher value; B-score at 10 µM; 310,000 compounds, 0.44% hits;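 active means calcium response B-score plate-corrected fluorescence ratio at least 3 library SD, with starting fluorescence B-score inside 5 SD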
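System – MrgX1-expressing HEK293 cells · Incubation – cells plated overnight, dye loaded 0.5 h 37 °C, 0.5 h room temperature · Technique – kinetic Fluo-4 NW fluorescence of intracellular calcium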
MrgX1 allo act: human MrgX1 positive allosteric modulation, primary screen; Q96LB2; MrgX1-HEK293, Fluo-4 calcium flux, FDSS; stronger effect = higher value; B-score at 10 µM; 310,000 compounds, 0.63% hits; AID 588675;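 active means plate-corrected calcium response at least 3 library SD above typical, normal starting fluorescence, not activating the receptor alone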;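 further: compound read alongside a low EC10 to EC30 dose of BAM8-22 agonist; peak minus trough fluorescence over baseline measured at the second addition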
TRPC4 PAM: allosteric potentiators of mouse TRPC4 channel; Q9QUQ5; HEK293 TRPC4beta/mu-opioid, DAMGO EC20, Fluo-4 Ca2+ flux; stronger effect = higher value; B-score at 10 µM; 310,000 compounds, 0.42% hits; AID 2227;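 active means B-score of calcium response area above 5 SD of library B-scores, with initial fluorescence ratio within 5 SD of library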;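 further: B-score of integrated fluorescence ratio over time as area under calcium response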
SKKanGAS inh: SKKanGAS growth inhibition. S. pyogenes SKKanGAS, kanamycin growth, BacTiter-Glo, 6 h. inhibition, % at 7.5 µM. 300,000 compounds, 1.3% hits;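 active means mean replicate score, as percent of positive control median, at least 50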;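 further: strain carries kanamycin resistance gene driven by streptokinase promoter and grows in 40 µg/ml kanamycin; loss of luminescence reflects streptokinase promoter inhibition or plain growth inhibition; 0% = median of DMSO wells and 100% = positive control at its reference dose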
TRPC6 act: activates the mouse TRPC6 cation channel | B-score at 10 µM | HEK293-TRPC6 membrane potential dye fluorescence; stronger effect = higher value | AID 2550 | Q61143 | 310,000 compounds, 0.13% hits;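 active means B-score of the integrated fluorescence ratio above library mean plus 3 SD, and starting fluorescence ratio within library mean plus 5 SD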;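 further: higher score means more depolarization so channel activation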
The depositor's hits bear a star; i = inactive; nt = no result given.

SMILES	MrgX1 antagonist	TRPC4 agonist	TRPC4 block	TRPC6 inh	TMEM16A act	ANO1 block	MrgX1 agonist	MrgX1 allo act	TRPC4 PAM	SKKanGAS inh	TRPC6 act
COc1cc(/C=C/C(=O)NC(=O)c2ccccc2O)ccc1O	i	i	i	i	i	i	i	12*	i	14	i
CCOC(=O)CNC(c1ccccc1)c1cc(Br)ccc1NC(=O)CCN1CCOCC1 (stereo not given)	i	i	i	i	i	i	i	i	i	-6	i
O=C(CCc1nc2ccccc2n1-c1ccccc1)NCCO	i	i	i	i	i	i	i	i	i	-3	i
Cc1ccc(OCC(=O)Nc2cccc(S(=O)(=O)NC3=NCCCCC3)c2)cc1C	i	i	i	i	i	i	i	i	i	0	i
O=C(Cn1nnc2ccccc2c1=O)NCc1ccco1	i	i	i	i	i	i	i	i	i	-3	i
CSc1nc2cc(C)nn2c(-c2ccccc2Cl)c1C#N	i	i	i	i	i	i	i	i	i	-3	i
Cc1cc(-c2nnnn2-c2cc(Cl)cc(Cl)c2)no1	i	i	i	i	i	i	i	i	i	-14	i
COc1cccc(/C=N/NC(=O)C(c2ccncc2)N2CCOCC2)c1 (stereo not given)	i	i	i	i	i	i	i	i	i	6	i
C=CCN1C(=O)/C(=C/c2ccc(O)c(OC)c2)S/C1=N/c1nccs1	i	i	i	i	i	i	i	9*	i	16	i
COC(=O)c1cc(C)sc1NC(=O)CN1CCN(C(=O)C2CCCO2)CC1 (stereo not given)	i	i	i	i	i	i	i	i	i	9	i
O=c1nc2n(c3cccc(Cl)c13)CCCCC2	i	i	nt	i	i	i	i	i	i	1	i
CCN(CC)CCN(C(=O)c1ccc(C(=O)c2ccccc2)cc1)c1nc2cc3c(cc2s1)OCO3	i	i	i	i	i	i	i	i	i	-6	i
COc1ccc(-c2csc(NCc3ccco3)n2)cc1	i	i	i	i	i	i	i	i	i	14	i
CC(NC(=O)c1cc2ccccc2oc1=O)c1ccc(O)cc1 (stereo not given)	i	i	i	i	i	i	i	i	i	-2	i
CCOC(=O)C1CCCN(Cc2c(F)cccc2Cl)C1 (stereo not given)	i	i	nt	i	i	i	i	i	i	-4	i
COc1cccc(C(=O)Oc2ccc(N3C(=O)CCC3=O)c(C)c2)c1	i	i	i	i	i	i	i	i	i	8	i
CCCCC(=O)N/N=C/c1cc([N+](=O)[O-])ccc1N1CCOCC1	i	i	i	i	i	i	i	i	i	-11	i
Cc1sc2nc(-c3cccnc3)[nH]c(=O)c2c1-c1ccccc1	i	i	i	i	i	i	i	i	i	4	i
Cc1ccccc1NS(=O)(=O)c1nnc(NC(=O)c2ccccc2F)s1	i	i	i	i	i	i	i	i	i	23	i
O=C(NCCc1ccc(C(F)(F)F)cc1)C1CCC(=O)N(CCc2cccc(F)c2)C1 (stereo not given)	i	i	i	i	i	i	i	i	i	-12	i
COc1ccc(S(=O)(=O)N2CCc3ccccc3C2)cc1OC	i	i	i	i	i	i	i	i	i	-5	i
Cn1c(CBr)c(C(=O)c2ccc([N+](=O)[O-])cc2)c(=O)n(C)c1=O	i	i	i	i	i	i	i	i	i	19	i
COc1ccc2c(c1)CCc1c(C(=O)N3CCCCCC3)noc1-2	i	i	i	i	i	i	i	i	i	-14	i
O=C(CN1CCCCC1)N/N=C/c1ccccc1OCc1ccccc1	i	i	i	i	i	i	i	i	i	9	i
Cn1c(=O)c([N+](=O)[O-])c(NCC2CCCO2)c2ccccc21 (stereo not given)	i	i	i	i	i	i	i	i	i	-2	i
CS(=O)(=O)Nc1ccc2c(c1)nc1n2CCOC1	i	i	i	i	i	i	i	i	i	-1	i
Cc1cc(=O)oc2c(C)c(OC(C)C(=O)NCCCN3CCOCC3)ccc12 (stereo not given)	i	i	i	i	i	i	i	i	i	2	i
COc1ccc(-c2noc(-c3ccccc3C(=O)Nc3cccnc3)n2)cc1	i	i	i	i	i	i	i	i	i	1	i
COc1ccccc1C(=O)N/N=C/c1cnc2ccccc2n1	i	i	i	i	i	i	i	i	i	-1	i
Cc1nc2c(c(C)nn2-c2ccccc2)c(C)c1CCC(=O)NCCCOC(C)C	i	i	i	i	i	i	i	i	i	-1	i
Cc1ccc(S(=O)(=O)N2CCN(C(=O)c3sccc3-c3ccccc3)CC2)cc1	-5.4*	i	i	i	i	i	i	i	i	-7	i
Cc1ccc(S(=O)(=O)NCC(=O)NCCc2c[nH]c3ccccc23)cc1C	i	i	i	i	i	i	i	i	i	2	i
O=C(N/N=C/c1ccco1)c1ccccn1	i	i	i	i	i	i	i	i	i	2	i
O=C(COc1ccccc1C(=O)Nc1ccccc1)c1ccc(Br)cc1	i	i	i	i	i	i	i	i	i	2	i
CCC(=O)Nc1c(C)c(CC)nc2ccccc12	i	i	i	i	i	i	i	i	i	7	i
COc1cc2c(cc1OC)CN(C(=O)CN1C(=O)c3ccc([N+](=O)[O-])cc3C1=O)CC2	i	i	i	i	i	i	i	i	i	-8	i
c1ccc2sc(SCc3ccc(-c4nnco4)cc3)nc2c1	i	i	i	i	i	i	i	i	i	1	i
COc1ccc(NC(=O)/C(C#N)=C/c2cc(C)n(-c3ccc(N4CCOCC4)c([N+](=O)[O-])c3)c2C)cc1	i	i	i	i	i	i	i	i	i	11	i
CCCN(CCC)CCCNC(=O)C1c2cc(OC)c(OC)cc2C(=O)N(C)C1c1cccnc1 (stereo not given)	i	i	i	i	i	i	i	i	i	-10	i
Cc1cccc(NC(=O)COc2coc(CN3CCN(Cc4ccccc4)CC3)cc2=O)c1	i	i	i	i	i	i	i	i	i	-6	i
Cn1c(=O)c2c(ncn2CCC(=O)N/N=C/c2ccccc2)n(C)c1=O	i	i	i	i	i	i	i	i	i	-5	i
CCN(Cc1ccccc1)C(=O)c1cccc(S(=O)(=O)N2CCN(c3ccc(F)cc3)CC2)c1	i	i	i	i	i	i	i	i	i	-3	i
O=C(CN1CCCCCC1)N/N=C/c1cccc(Cl)c1	i	i	i	i	i	i	i	i	i	-1	i
Cc1ccc(-c2nn3c(C)nnc3c3ccccc23)cc1S(=O)(=O)NCCO	i	i	i	i	i	i	i	i	i	7	i
Cc1c(-c2nc(-c3cccnc3)no2)cccc1[N+](=O)[O-]	i	i	i	i	i	i	i	i	i	2	i
CCN1CCN(C(=S)NCC2CCCO2)CC1 (stereo not given)	i	i	i	i	i	i	i	i	i	0	i
O=C(Nc1ccc(S(=O)(=O)N2CCOCC2)cc1)c1cc(-c2cc(Cl)ccc2O)n[nH]1	i	i	i	i	i	i	i	i	i	33	i
CC(C)n1c(N)c(C#N)c2ccc([N+](=O)[O-])cc2c1=O	i	i	i	i	i	i	i	i	i	-13	i
CCCCC[n+]1cccc2c3ccccc3ccc21	i	i	i	-9.2*	i	i	i	i	i	-2	i
COc1ccc(CCNc2oc(-c3ccccc3OC)nc2C#N)cc1OC	i	i	i	i	i	i	i	i	i	3	i
CCCNC(=O)c1onc(CSc2ccc(F)c(F)c2)c1C(=O)NCCC	i	i	i	i	nt	i	i	i	i	9	i
Cn1c(=O)c2c(nc(N3CCc4ccccc4C3)n2C)n(C)c1=O	i	i	i	i	i	i	i	i	i	-2	i
CCCCCOC(=O)Cn1c(=O)oc2ccc(C)cc21	i	i	i	i	i	i	i	i	i	4	i
CCCCC(=O)Nc1ncc(Br)s1	i	i	i	i	i	i	i	i	i	1	i
O=C(Cn1nc2n(c1=O)-c1ccccc1SC2)N/N=C/c1cccs1	i	i	i	i	i	i	i	i	i	1	i
O=C(COC(=O)c1cc(Cl)ccc1O)NCCC1=CCCCC1	i	i	i	i	i	i	i	i	i	-12	i
O=C1CCN(S(=O)(=O)c2ccccc2)CCN1CCOCc1ccccc1	i	i	i	i	i	i	i	i	i	-2	i
Cn1ncc(Br)c1C(=O)NC(=S)N1CCN(c2ccccn2)CC1	i	i	i	i	i	i	i	i	i	-4	i
C=CCn1c(C)nnc1SCC(=O)N1CCN(S(=O)(=O)c2ccccc2)CC1	i	i	i	i	i	i	i	i	i	-1	i
C[N+]1(CC(=O)Nc2ccccc2Cl)CCN(C(=O)c2cccs2)CC1	i	i	i	i	i	i	i	i	i	-23	i

Next results follow.
SMILES	MrgX1 antagonist	TRPC4 agonist	TRPC4 block	TRPC6 inh	TMEM16A act	ANO1 block	MrgX1 agonist	MrgX1 allo act	TRPC4 PAM	SKKanGAS inh	TRPC6 act
COc1ccc(CNc2ncc(-c3cccc([N+](=O)[O-])c3)n2C)c(OC)c1OC	i	i	i	i	i	i	i	i	i	3	i
CN(C(=O)CSc1nncc2ccccc12)C1CCCCC1	i	i	i	i	i	i	i	i	i	nt	i
NNC(=O)c1cc(Br)cs1	i	i	i	i	i	i	i	i	i	4	i
Cn1nnnc1SCc1nnc(-c2ccc(Cl)cc2)o1	i	i	i	i	i	i	i	i	i	-1	i
CCc1ccc(N=C2NC(=O)/C(=C/c3ccc(OCC(=O)O)cc3)S2)cc1	i	i	i	i	i	i	i	i	i	18	i
Nc1c(C(=O)Nc2ccc3c(c2)OCCO3)nnn1CCc1ccccc1	i	i	i	i	i	i	i	i	i	-5	i
CCC(=O)Nc1c(C)nn(-c2ccc(C)c(C)c2)c1C	i	i	i	i	i	i	i	i	i	1	i
Cc1cc(C)nc(-n2nc(C)cc2NC(=O)CN2CCc3ccccc3C2)n1	i	i	i	i	i	i	i	i	i	16	i
COc1cc(/C=C2/C(=N)N3OC(C)=CC3=NC2=O)ccc1OC(=O)c1ccco1	i	i	i	i	i	i	i	i	i	-10	i

Entries of single compounds from above. Order of screens: MrgX1 antagonist, TRPC4 agonist, TRPC4 block, TRPC6 inh, TMEM16A act, ANO1 block, MrgX1 agonist, MrgX1 allo act, TRPC4 PAM, SKKanGAS inh, TRPC6 act
Cc1cccc(NC(=O)COc2coc(CN3CCN(Cc4ccccc4)CC3)cc2=O)c1 across the screens: i, i, i, i, i, i, i, i, i, -6, i
c1ccc2sc(SCc3ccc(-c4nnco4)cc3)nc2c1 across the screens: i, i, i, i, i, i, i, i, i, 1, i
